From PubChem BioAssay
phage Ecoli inh: E. coli growth loss with phage present | growth absorbance | inhibition, % at 11.9 µM | 360,000 compounds, 0.26% hits; in the data active means inhibition above about 11%
SUMO Mot1 rescue: SUMOylation pathway inhibition by Mot1-301 growth rescue | S. cerevisiae Mot1-301 growth rescue, ATP luminescence, 38.5C; percent above DMSO median, 100 means doubled | growth rescue, % at 18.8 µM | 320,000 compounds, 1% hits | AID 2716;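 active means every valid replicate shows activation above 250% relative to neutral control wells; inactive means the rest, any valid replicate at or below 250%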;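 further: OY570 slx delta 5 strain wells were the positive control but not used for scaling; some compounds called inactive have numbers as strong as hits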
PKA-R1A act: activators of PKA-R1A complex. PKA-R1A dissociation, Cy5-IP20 fluorescence polarization; scaled: DMSO 0%, 113 µM cGMP 100%. activation, % at 11.4 µM. 340,000 compounds, 0.083% hits. AID 504707;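 active means percent activation above the mean of all tested compounds plus 3 SD, cut at about 19% in these data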;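 further: higher means more PKAc released from R1A so a rise in polarization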
OPRM1-OPRD1 ag: OPRM1-OPRD1 heterodimerization agonism; 340,000 compounds, 0.3% hits; cells, luminescence; AID 504326; P35372+P41143; activation, % at 9.3 µM; in the data active means activation above about 18%;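 further: 0% = vehicle-treated cells and 100% = reference agonist; values of inactives mirror those of a sister screen read the other way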
Target sequence (P35372 whole entry, looked up): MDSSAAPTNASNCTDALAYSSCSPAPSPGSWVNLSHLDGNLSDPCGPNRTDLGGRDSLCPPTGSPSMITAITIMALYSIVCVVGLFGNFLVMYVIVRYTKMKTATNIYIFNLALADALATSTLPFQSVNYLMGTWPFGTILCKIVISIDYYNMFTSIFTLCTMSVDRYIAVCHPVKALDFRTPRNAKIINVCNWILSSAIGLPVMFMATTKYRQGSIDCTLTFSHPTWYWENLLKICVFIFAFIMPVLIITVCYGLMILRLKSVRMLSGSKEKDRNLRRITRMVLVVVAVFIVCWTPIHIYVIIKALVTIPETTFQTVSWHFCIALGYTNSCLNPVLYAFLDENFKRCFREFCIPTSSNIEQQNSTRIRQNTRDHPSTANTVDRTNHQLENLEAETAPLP
Target sequence (P41143 whole entry, looked up): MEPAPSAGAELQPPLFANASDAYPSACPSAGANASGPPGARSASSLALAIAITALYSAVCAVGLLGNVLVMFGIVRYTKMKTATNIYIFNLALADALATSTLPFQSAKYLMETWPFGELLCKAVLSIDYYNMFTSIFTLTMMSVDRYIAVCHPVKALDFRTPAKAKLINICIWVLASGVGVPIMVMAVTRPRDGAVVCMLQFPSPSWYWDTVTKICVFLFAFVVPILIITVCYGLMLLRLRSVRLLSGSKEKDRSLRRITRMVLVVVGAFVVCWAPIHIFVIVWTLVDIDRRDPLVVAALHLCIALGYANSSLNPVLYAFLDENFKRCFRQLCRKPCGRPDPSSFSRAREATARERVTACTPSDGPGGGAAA
AddAB inh: less growth of phage-infected E. coli with AddAB. 330,000 compounds, 0.29% hits. E. coli expressing H. pylori AddAB, absorbance growth. inhibition, % at 11.9 µM; in the data active means inhibition above about 12%;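 further: 0% = vehicle wells of infected cells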
HTR5A inv ctr: HTR5A inverse agonism, opioid heterodimer counter-screen; inhibition, % at 9.3 µM; HTR5A cell line, luminescence; 340,000 compounds, 0.083% hits; AID 504634; P47898; in the data active means inhibition mostly above about 23%, no sharp cut-off; inactive means mostly below about 18%;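 further: 0% = cells with DMSO and 100% = no-cell wells with DMSO; some compounds called inactive have numbers as strong as hits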
PfHsp90 set2: growth inhibition of yeast expressing Plasmodium Hsp90 | S. cerevisiae expressing PfHsp90, BacTiter-Glo ATP, 48 h; yeast lacking PDR1 and PDR3 efflux regulators | inhibition, % at 9.4 µM | 310,000 compounds, 0.32% hits;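 active means every replicate shows inhibition above about 80%, whatever the replicate mean, limit read from the data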;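 further: 0% = DMSO neutral controls and 100% = 20 µM radicicol positive controls; yeast relying on Plasmodium falciparum Hsp90 in place of its own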
DSG3 Ab inh: inhibitors of pemphigus antibody binding to human desmoglein-3. AID 588358. DSG3-coupled beads, scFv-anti-DSG3-GFP binding, flow cytometry; stronger effect = lower value. 310,000 compounds, 0.48% hits. P32926. binding (percent of control), % at 10 µM;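 active means binding more than 3 SD below its plate's average and above zero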; further: some compounds called inactive have numbers as strong as hits
E coli growth: counter-screen for AddAB inhibitors: E. coli growth inhibition; E. coli V3065 growth, OD600 absorbance, 18 h; inhibition, % at 11.9 µM; 330,000 compounds, 0.27% hits; AID 449728;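 active means inhibition above the campaign's mean inhibition across all tested compounds plus 3 SD, cut at about 9.9% in these data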;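 further: uninfected addAB+ strain grown without phage in ampicillin broth; 0% = DMSO wells and 100% = ciprofloxacin 0.95 µg/ml wells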
HTR5A ag ctr: activates human HTR5A in OPRM1-OPRD1 agonist counter-screen; HTR5A agonist assay, luminescence, cell-based; AID 504692; 340,000 compounds, 0.61% hits; activation, % at 9.3 µM; in the data active means activation mostly above about 9.5%, no sharp cut-off; inactive means mostly below about 7.6%;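 further: 0% = cells with vehicle only and 100% = reference agonist; strong numbers were not always called active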
MOR-DOR inv ag: inverse agonists of human mu-delta opioid receptor heterodimerization; P35372+P41143; cell-based MOR-DOR heterodimer luminescence, inverse agonism; inhibition, % at 9.3 µM; 340,000 compounds, 0.21% hits; AID 504357; in the data active means inhibition above about 22%, passing the limit was not always enough;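 further: 0% = cells with DMSO and 100% = wells without cells with DMSO; values of inactives mirror those of a sister screen read the other way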
* = called active by the depositor; . = no result given. Compounds were not picked by outcome (roughly 3.2% active in at least one column).

SMILES	phage Ecoli inh	SUMO Mot1 rescue	PKA-R1A act	OPRM1-OPRD1 ag	AddAB inh	HTR5A inv ctr	PfHsp90 set2	DSG3 Ab inh	E coli growth	HTR5A ag ctr	MOR-DOR inv ag
COc1ccc(NC(=O)CS(=O)CC(=O)NCC2OCCc3ccccc32)cc1 (stereo not given)	2.4	2.5	4.2	-0.8	2.1	0.3	-20.0	98.6	1.9	-0.1	4.2
CCCCOc1ccc(NC(=O)C2CC=CCC2C(=O)O)cc1 (stereo not given)	1.4	-2.5	-12.8	-2.5	-0.8	2.5	11.5	117.0	-2.9	-3.1	11.3
O=C(c1ccccc1)N1CCC(=O)N1c1ccccc1	3.1	-12.4	-10.8	-0.3	0.9	-19.9	7.3	95.1	-1.4	7.4	1.7
CCOc1ccccc1N1CCN(C(=O)c2c(CC)noc2C)CC1	2.9	0.4	-7.6	0.1	-0.7	-7.0	32.6	103.3	-0.7	2.6	-0.4
COCCNC(=O)CN(C(=O)CCC(=O)Nc1ccccn1)c1ccc(F)c(Cl)c1	2.2	2.7	-4.3	-1.1	2.7	6.9	.	112.2	0.4	-3.1	5.6
CC(=O)N1Cc2ccccc2CC1C(=O)OCC(=O)c1c(N)n(C)c(=O)n(C)c1=O (stereo not given)	0.1	.	0.2	-3.0	.	-4.5	.	101.1	.	1.8	15.8
Cc1ccccc1Cn1c(=O)n(Cc2ccco2)c(=O)c2ccccc21	1.7	5.1	2.7	1.2	3.2	-3.6	11.2	111.1	1.2	-2.5	-5.3
CCOC(=O)c1[nH]c(=S)[nH]c1C	1.8	.	-5.1	-1.3	.	6.5	.	88.5	.	-1.8	7.1
COc1cccc(N2C(=NC(=O)CCc3ccccc3)SC3CS(=O)(=O)CC32)c1 (stereo not given)	1.4	-14.4	-10.5	-0.3	3.6	-3.8	-4.0	106.5	-1.7	0.5	1.5
O=C(c1ccc2c(c1)OCO2)N1CCN(S(=O)(=O)c2ccccc2)CC1	-2.2	-1.6	1.0	-1.3	1.6	-17.9	-16.6	112.2	-0.2	3.5	7.1
O=S(=O)(Nc1cccc(S(=O)(=O)N2CCCC2)c1)c1ccc(Cl)cc1	6.3	22.8	-4.9	-3.1	-0.3	1.1	-5.0	.	0.1	5.7	12.2
O=C(CCN1C(=O)c2ccccc2C1=O)NCCCn1ccnc1	2.8	2.0	-0.8	-1.8	4.1	15.5	-2.0	103.9	-1.3	0.3	9.1
CCOC(=O)C1=C(O)/C(=C/c2ccc(OCC(=O)O)c(OCC)c2)SC1=Nc1ccccc1	3.5	-13.3	1.6	-3.1	4.4	10.8	-1.2	96.2	3.7	-4.4	16.3
Cc1cc(C)c(C)c(S(=O)(=O)N[C@@H](C)C(=O)OCC(N)=O)c1C	3.4	-11.0	-2.0	-0.2	1.4	4.7	9.2	98.3	0.2	-1.7	1.3
CC12CC(c3ccccc3O1)C(C(=O)N1CCOCC1)C(=O)N2 (stereo not given)	2.0	-6.3	-1.5	0.8	1.1	5.3	-7.4	103.3	1.0	6.1	-4.7
CC(=O)Nc1ccc(NC(=O)CCCSc2nc3ccccc3s2)cc1	3.5	1.6	3.7	-3.8	4.5	1.5	10.1	.	-0.2	-1.2	17.4
Cc1ccc(CN(c2ccc(C(=O)Nc3ccc4c(c3)OCO4)cc2)S(C)(=O)=O)cc1	1.3	-1.1	-8.2	3.1	-0.3	14.6	-15.1	98.5	-2.6	4.0	-16.4
COc1ccc(C(=O)NCCCn2ccnc2)cc1[N+](=O)[O-]	3.5	100.0	-13.7	-0.1	2.3	-12.8	-15.7	109.8	0.6	4.1	0.5
Cc1[nH]c(C)c(S(=O)(=O)N2CCCCC2C)c1C(=O)N1CCCC1 (stereo not given)	0.9	9.4	-15.7	-4.0	5.4	-6.8	-11.4	104.0	-2.7	-4.7	20.1
O=C(Cc1cccc(NC(=O)C2CCN(C(=O)C3CC3)CC2)c1)Nc1cccc(C(=O)N2CCCCC2)c1	-3.0	.	11.0	-0.6	.	-3.9	-1.3	102.6	.	1.0	3.0

Some of these compounds in order of length of the SMILES, lowest first:
SMILES	phage Ecoli inh	SUMO Mot1 rescue	PKA-R1A act	OPRM1-OPRD1 ag	AddAB inh	HTR5A inv ctr	PfHsp90 set2	DSG3 Ab inh	E coli growth	HTR5A ag ctr	MOR-DOR inv ag
O=C(c1ccccc1)N1CCC(=O)N1c1ccccc1	3.1	-12.4	-10.8	-0.3	0.9	-19.9	7.3	95.1	-1.4	7.4	1.7
CCOc1ccccc1N1CCN(C(=O)c2c(CC)noc2C)CC1	2.9	0.4	-7.6	0.1	-0.7	-7.0	32.6	103.3	-0.7	2.6	-0.4
O=S(=O)(Nc1cccc(S(=O)(=O)N2CCCC2)c1)c1ccc(Cl)cc1	6.3	22.8	-4.9	-3.1	-0.3	1.1	-5.0	.	0.1	5.7	12.2
CCOC(=O)C1=C(O)/C(=C/c2ccc(OCC(=O)O)c(OCC)c2)SC1=Nc1ccccc1	3.5	-13.3	1.6	-3.1	4.4	10.8	-1.2	96.2	3.7	-4.4	16.3

(list continues)
SMILES	phage Ecoli inh	SUMO Mot1 rescue	PKA-R1A act	OPRM1-OPRD1 ag	AddAB inh	HTR5A inv ctr	PfHsp90 set2	DSG3 Ab inh	E coli growth	HTR5A ag ctr	MOR-DOR inv ag
Cc1nc2sc(C(=O)OCC(=O)N3c4ccccc4CC3C)c(C)c2c(=O)[nH]1 (stereo not given)	-0.1	-0.2	-4.5	1.4	-0.7	5.3	-60.6	.	0.1	2.7	-6.2
O=C(/C=C/c1ccc(S(=O)(=O)N2CCOCC2)cc1)NCc1ccccc1F	1.7	-0.6	-11.9	-2.2	1.6	15.8	3.2	.	0.3	-6.2	8.8
CCOCCCn1c(=S)[nH]c2cc(C(=O)NCCc3ccc(OC)c(OC)c3)ccc2c1=O	3.2	11.3	-0.3	11.4	4.9	9.5	0.6	101.6	0.6	0.7	-58.0
CC(C)C[C@H](NC(=O)c1nc[nH]c1C(=O)N1CCNCC1)C(=O)OC(C)(C)C	1.8	11.9	6.7	-0.8	-0.4	1.7	0.1	92.6	0.2	4.7	4.2
COc1ccc(CCNC(=O)CCC(=O)N2CCN(S(=O)(=O)c3ccc(Cl)cc3)CC2)cc1OC	2.4	.	-6.2	5.4	1.1	2.5	-29.1	100.2	-1.5	5.0	-32.2
COc1ccc(Cc2nc(-c3ccccn3)no2)cc1OC	3.9	-2.6	-0.1	0.3	0.8	-13.2	-7.7	101.2	0.7	-1.3	-2.0
O=C(NC1CCCC1)c1cc(COc2ccc3ncccc3c2)on1	.	267.4	-5.8	1.2	2.0	-21.7	-9.5	83.0	2.5	6.9	-6.3
Cc1ccc(NC(=O)CN2C(=O)N/C(=C\c3ccco3)C2=O)cc1	3.8	-23.8	0.2	-1.8	3.8	-1.1	0.8	105.9	1.5	0.8	11.0
Cc1cc2n(n1)C(c1ccc(O)cc1)Nc1ccccc1-2 (stereo not given)	4.4	7.5	-2.3	1.1	0.8	-10.9	-15.3	.	1.5	3.6	-5.5
O=C1N=c2ccc(Br)cc2=C1c1sc(=S)n(NS(=O)(=O)c2ccccc2)c1O	4.6	-12.0	-3.3	1.4	-1.6	-19.6	10.0	79.5	-1.6	7.9	-9.5
CC/C(O)=N\S(=O)(=O)c1ccc(N=NN(C)C)cc1	3.4	-8.6	3.1	-2.1	1.0	-3.3	30.8	108.7	1.8	0.9	11.6
COc1cc2[nH]c(=O)n(CCCCCC(=O)N3CCN(c4ccccc4)CC3)c(=O)c2cc1OC	1.5	-22.8	0.1	-0.9	-1.6	10.8	.	109.7	-0.6	-1.2	4.0
Cc1nc(Cl)c(C(=O)NC(=O)Nc2cccc(C(F)(F)F)c2)c(C)c1[N+](=O)[O-]	0.2	0.3	-6.4	11.7	0.1	0.3	-22.0	116.5	1.6	-0.1	-63.6
O=C1N/C(=C/c2ccc(Br)s2)C(=O)N1c1ccccc1	1.1	.	-5.5	1.9	1.2	3.1	-5.1	93.8	-0.9	-1.1	-13.2
O=C(O)c1cc2nccc(-c3ccc(F)cc3)n2n1	1.1	-6.3	4.5	-1.6	-0.7	-14.4	15.9	106.0	-2.4	5.1	8.2
c1ccc(-c2cc(NCCN3CCCCC3)c3ccccc3n2)cc1	-1.7	46.3	-8.3	-1.6	0.5	17.0	1.2	104.9	-1.6	-4.8	7.4
CCC(C)(C)NC(=O)CN(Cc1ccco1)C(=O)CCC(=O)Nc1nccs1	2.7	-12.8	-6.4	-2.9	4.3	-14.4	-42.3	109.2	0.9	5.4	15.5
C=CCN1C(=S)CC(c2ccccc2)=Nc2ccccc21	0.7	22.3	-2.0	9.5	.	10.1	-3.6	95.9	.	-2.7	-45.6
COc1ccc(NC(=O)C2=C(C)C(=O)OC23CCC(C)CC3)c(OC)c1 (stereo not given)	1.8	-5.3	-7.4	-2.5	-3.7	-31.8	-2.4	122.7	-1.6	-2.5	14.9
CCOC(=O)c1cnc2c(-c3ccc(Cl)cc3)cnn2c1C	4.4	22.5	3.3	-3.0	2.8	3.5	1.2	86.7	0.4	5.1	15.1
CC(=O)N1N=C(c2ccc(Cl)cc2)CC1c1ccc([N+](=O)[O-])cc1 (stereo not given)	-1.2	-7.0	1.4	-1.3	2.5	-0.1	-11.9	156.8	0.2	0.0	6.2
CCOC(=O)/C(C#N)=C1/CCCCCN1C	3.9	-9.8	0.6	-1.5	0.6	-15.9	-23.1	90.7	-1.8	3.1	6.5
Cc1ccc(Nc2nc(-c3c(C)n(C)n(-c4ccccc4)c3=O)c(C)s2)cc1	2.2	-15.4	-2.5	-1.7	-0.2	1.5	13.0	104.6	-0.2	10.0	9.0
COc1ccc(-c2coc3cc(OC4OC(CO)C(O)C(O)C4O)cc(O)c3c2=O)cc1 (stereo not given)	-2.9	56.6	1.2	-1.5	0.3	-1.4	.	106.4	-0.7	0.6	6.0
COc1ccc(NC(=O)Cn2c(CCC(=O)O)ccc2-c2ccc(C)cc2)cc1	3.5	-4.7	-0.9	1.7	3.8	-4.0	5.4	99.1	1.8	1.4	-8.9
CN(CCOc1ccc(Cl)cc1)C(=O)c1ccccc1SCC(=O)N1CCCC1	1.2	-2.3	20.6*	-2.2	-0.9	2.7	-5.1	.	-1.9	-1.1	8.6
CC(NC(=O)C1c2ccccc2Oc2ccccc21)C1CCCO1 (stereo not given)	-1.7	17.6	-1.8	-1.4	1.1	4.9	.	108.7	2.0	-1.8	6.9
Cc1c(O)c2c(=O)n(-c3ccccc3)c(-c3ccccc3)cc2oc1=O	3.1	48.0	0.7	-0.3	-1.0	-10.4	-10.1	108.2	-1.3	-2.8	1.7
